ERG Ets-DNA blk – inhibitors of human ERG Ets domain-DNA interaction | P11308 | fluorescence polarization, His-ERG Ets domain / labelled DNA | Potency, µM (highest dose often 76.9 µM), inactives show at the top dose FP activity, negative = inhibition, actives largely listed as inhibitors | 0.028% of 370,000 active; active means well fitted inhibition curve with a large enough effect in the polarisation, with a control signal flat; inconclusive means small, poorly fitted or top-dose-only effect, or effect the other way, or a change in a side signal; inactive means no such curve, though single readings can be large or run the other way; the % refers to the polarisation;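 further: polarization taken with two DNA probes labelled with fluorescein and Texas red; potency means the concentration at half of the fitted maximal effect; % of control where 0% means no effect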
Target sequence (P11308 whole entry, looked up, the tested form may be a part): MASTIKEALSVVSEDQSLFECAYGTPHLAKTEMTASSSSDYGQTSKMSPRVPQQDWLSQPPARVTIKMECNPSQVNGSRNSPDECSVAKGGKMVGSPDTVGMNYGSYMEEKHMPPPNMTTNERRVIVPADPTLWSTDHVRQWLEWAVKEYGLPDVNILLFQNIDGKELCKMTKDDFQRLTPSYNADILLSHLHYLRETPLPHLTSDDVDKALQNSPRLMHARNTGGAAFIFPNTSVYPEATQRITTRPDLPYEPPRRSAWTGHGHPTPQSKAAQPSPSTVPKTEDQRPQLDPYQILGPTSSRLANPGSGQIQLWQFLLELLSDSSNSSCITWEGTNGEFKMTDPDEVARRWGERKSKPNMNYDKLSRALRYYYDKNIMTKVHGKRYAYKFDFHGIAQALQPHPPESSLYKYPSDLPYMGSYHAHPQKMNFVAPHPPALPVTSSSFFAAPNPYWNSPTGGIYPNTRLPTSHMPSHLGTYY
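His-tagged ERG Ets domain (1 uM in the protein solution; 300mM KCl, 50mM Tris-HCl, 1mM EDTA, 1mM DTT, pH 7.5) received compound, then a probe mix of 5 nM fluorescein-DNA and 100nM Texas-615-DNA. Fluorescence polarization was read for both dyes.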
ALOX12 inh – inhibitors of human 12S-lipoxygenase ALOX12 | purified 12hLO, xylenol orange hydroperoxide absorbance | P18054 | 1.1% of 580,000 active | Potency, µM (top dose mostly 108 µM), inactives show at the top dose activity change, negative = inhibition, hits mostly inhibitors; further: potency means the concentration at half of the fitted maximal effect; on the % scale 0 is the no-effect control and ±100 the full control effect
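Purified human 12hLO at 150 nM in 25 mM Hepes, 0.01% Triton X-100, pH 7.0, preincubated 15 min at room temperature with compound. Reaction started with 40 uM arachidonic acid, 30 min at room temperature. Hydroperoxide measured by Fe-xylenol orange, 573/405 nm absorbance ratio.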
BAZ2B block – blocks human BAZ2B. Q9UIF8. AlphaScreen BAZ2B-H3K14Ac peptide displacement. Potency, µM (highest dose often 114 µM), for the others: at the highest dose activity change, negative = inhibition, hits mostly inhibitors. 4.4% of 360,000 active. AID 504333; further: potency means the concentration at half of the fitted maximal effect; on the % scale 0 is the no-effect control and ±100 the full control effect; nearly all actives have a fitted effect of over 60% in size
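Compounds, titrated to a top concentration of 110 uM, were incubated 30 min at room temperature with preformed BAZ2B/acetyl-K14 H3 peptide complex (50 nM each). Proximity signal was measured by AlphaScreen after 20 min with beads.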
GLS inh – inhibitors of human glutaminase (GLS). O94925. GLS enzymatic activity, qHTS titration. Potency, µM (titrated, usually from 45.5 µM), for inactives: at the highest dose activity change, negative = inhibition, most hits filed as inhibitors. 0.21% of 410,000 active; further: potency means the concentration at half of the fitted maximal effect; on the % scale 0 is the no-effect control and ±100 the full control effect
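Human kidney-isoform GLS in 45 mM KH2PO4 pH 8.2, 0.02% Tween-20, with compound, started with 1mM L-Glutamine (added stock). Glutamate oxidase/HRP/Amplex red coupled fluorescence read at start and after 30 min at RT.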
PI4K2A inh – blocks human PI4K2A kinase activity. Q9BTU6. purified PI4K2A, ADP-Glo luminescence, 1 h; stronger effect = lower value. activity change, negative = inhibition, % at 76.9 µM. 0.13% of 420,000 active; in the data active means activity change below about -50%; inconclusive means mostly about -30% to -49%;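 further: -100% = wells without enzyme as full effect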
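Compounds are screened against recombinant PI4K2A using PI as substrate and ATP, the latter dispensed at 300 microM. Reactions run one hour at ambient temperature before ADP-Glo detection; full inhibition defined by wells lacking enzyme.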
G9a inh – G9a (human) methyltransferase inhibition; Q96KQ7; G9a H3K9 monomethylation, AlphaScreen, 2 h; Potency, µM (highest dose often 102 µM), inactives show top-dose activity, negative = inhibition, usual class: inhibitors; 8.8% of 350,000 active; further: potency means the concentration at half of the fitted maximal effect; on the % scale 0 is the no-effect control and ±100 the full control effect; nearly all actives have a fitted effect of over 75% in size
Target sequence (Q96KQ7 913-1193 limits assumed): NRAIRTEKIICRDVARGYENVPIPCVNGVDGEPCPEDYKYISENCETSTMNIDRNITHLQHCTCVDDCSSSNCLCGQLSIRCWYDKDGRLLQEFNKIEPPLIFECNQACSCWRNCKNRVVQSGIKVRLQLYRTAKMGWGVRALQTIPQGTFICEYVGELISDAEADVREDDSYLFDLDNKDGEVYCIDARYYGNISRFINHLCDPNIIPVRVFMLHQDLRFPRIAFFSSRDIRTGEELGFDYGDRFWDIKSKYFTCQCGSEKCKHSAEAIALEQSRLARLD
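Step 1: enzyme (final 20 nM) with compound, 15 min RT. Step 2: substrate peptide 500 nM and SAM 20 uM, 2 h RT. Step 3: anti-H3K9me1 antibody and AlphaScreen beads, 10 min, then plate read.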
JMJD2A Tudor – inhibitors of human JMJD2A Tudor domain. AlphaScreen JMJD2A-Tudor / H3K4me3 peptide binding. O75164. 4.4% of 390,000 active. Potency, µM (series often up to 114 µM), for inactives: at the top dose activity change, negative = inhibition, actives largely listed as inhibitors; further: potency means the concentration at half of the fitted maximal effect; on the % scale 0 is the no-effect control and ±100 the full control effect; nearly all actives have a fitted effect of over 50% in size
RGS4 inhibitor – blocks human RGS4-accelerated GTP hydrolysis. P49798. Transcreener GDP fluorescence polarization, RGS4-accelerated GTP hydrolysis. Potency, µM (highest dose often 114 µM), inactives show at the top dose activity change, negative = inhibition, actives largely listed as inhibitors. 0.039% of 390,000 active; further: potency means the concentration at half of the fitted maximal effect; on the % scale 0 is the no-effect control and ±100 the full control effect; nearly all actives have a fitted effect of over 75% in size; some results filed as inactive show a strong effect at the top dose
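MLSMR compounds (23 nl, pin-transferred) preincubated 10 min at room temperature with a 500nM (2x) first reagent, then RGS4 at 900nM (2x) plus Transcreener GDP mix added; fluorescence polarization (620/688 nm) read before and after 90 min at 30 °C.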
HP1b binding inh – inhibitors of HP1-beta chromodomain binding to methylated histone tails. P83916. AlphaScreen HP1-beta / biotin-H3K9me3 peptide binding. Potency, µM (doses to about 114 µM), for inactives: top-dose activity change, negative = inhibition, most hits filed as inhibitors. 0.56% of 390,000 active; further: potency means the concentration at half of the fitted maximal effect; nearly all actives have a fitted effect of over 70% in size; inactives centre near 23
Target sequence (P83916 whole entry, looked up): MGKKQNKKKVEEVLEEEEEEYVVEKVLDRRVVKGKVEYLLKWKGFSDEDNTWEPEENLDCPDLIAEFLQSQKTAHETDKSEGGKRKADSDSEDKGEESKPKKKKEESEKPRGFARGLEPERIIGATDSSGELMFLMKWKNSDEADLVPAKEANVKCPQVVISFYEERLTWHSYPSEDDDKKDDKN
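AlphaScreen: HP1-beta (50 nM) preformed 30 min with biotin-H3(1-18)K9me3 peptide (50 nM) in PBS pH 7.4, 0.01% Tween-20. Compound added for 30 min at RT, then streptavidin donor/nickel chelate acceptor beads (10 ug/mL) for 30 min.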
Starred values were filed as active, the others as inactive; u = inconclusive; x = no result given; & = joins results of further samples; [ ] = another dose, or the depositor's remark. Unless noted, the call rests on the fitted dose curve; in most records, active means well fitted curve in the direction sought with a large enough effect; inconclusive means small, poorly fitted or top-dose-only effect, or another doubt; inactive means no such curve, though single readings can be large; an effect the other way counts as inactive or inconclusive. Only part of the results is shown. The share of hits here may be higher or lower than overall.

A first look:
| ERG Ets-DNA blk | ALOX12 inh | BAZ2B block | GLS inh | PI4K2A inh | G9a inh | JMJD2A Tudor | RGS4 inhibitor | HP1b binding inh | SMILES |
| --- | --- | --- | --- | --- | --- | --- | --- | --- | --- |
| 6% | -16% | -8% | 1% | -2 | -7% | -13% | -1% | 11% | CCn1c(SCC(=O)NC2CCCC2)nnc1-c1cccnc1 |
| -2% | -1% | -15% | -10% | 11 | -40%[59 µM] | 6% | 4% | 40%[activator] | Fc1c(F)c(F)c(N=Cc2ccc3ncccc3c2)c(F)c1F |

This part in full, previewed entries included:
| ERG Ets-DNA blk | ALOX12 inh | BAZ2B block | GLS inh | PI4K2A inh | G9a inh | JMJD2A Tudor | RGS4 inhibitor | HP1b binding inh | SMILES |
| --- | --- | --- | --- | --- | --- | --- | --- | --- | --- |
| 6% | -16% | -8% | 1% | -2 | -7% | -13% | -1% | 11% | CCn1c(SCC(=O)NC2CCCC2)nnc1-c1cccnc1 |
| -2% | -1% | -15% | -10% | 11 | -40%[59 µM] | 6% | 4% | 40%[activator] | Fc1c(F)c(F)c(N=Cc2ccc3ncccc3c2)c(F)c1F |
| -10% | -4% | 9% | -17% | 9 | -46% | 6% | 6% | 46%[activator] | NC(=O)CCC(NC(=O)c1ccc(Cl)cc1)C(=O)O (stereo not drawn) |
| 10% | u | 1% | -7% | -7 | 8% | -4% | -4% | 18% | O=C(C[n+]1ccc(/C=N/O)cc1)N1CCCCC1 |
| 0% | 64%[activator] | x | u | -8 | x | 3.5µM* | -109% | 16µM* | Oc1c(CN2CCOCC2)ccc(CN2CCOCC2)c1O |
| -5% | u | -9% | 2% | -9 | u | -24% | -32% | -13% | Cc1ccc(S(=O)(=O)NC(=O)c2cc(C)n(-c3cc(S(=O)(=O)N4CCOCC4)ccc3N3CCCC3)c2C)cc1 |
| -5%&0% | 5%[57.4 µM] | -33%&-5% | -7%&0% | -4&-4 | 14% | -10%&-11% | 0%&-1% | 46%&24%[activator] | CCOc1ccc(CCNC(=O)CN2C(=O)c3cccnc3Oc3ccc(C)cc32)cc1OCC |
| 6% | u | -8% | -1% | 2 | u | -14% | 2% | 12% | O=c1c2ccccc2ncn1-c1ccc(Br)cc1[N+](=O)[O-] |
| 0% | 5% | -7% | 6% | 0 | 4%[59 µM] | -29% | 6% | 25% | CCCC(=O)N1CCc2cc(OC)c(OC)cc2C1COc1ccc(C(=O)OC)cc1 (stereo not drawn) |
| -5% | u | 10% | -1% | -1 | u | -11% | 16% | 40%[activator] | CCOC(=O)c1[nH]c(C)c(C(=O)OCC(=O)NC(C)c2ccc(F)cc2)c1C (stereo not drawn) |
| -7% | 2% | 50µM* | 21% | -9 | u | -33% | -49% | -8% | Nc1nc(SCC(=O)N2N=C3/C(=C/c4ccco4)CCCC3C2c2ccco2)n[nH]1 (stereo not drawn) |
| 3% | x | x | 5% | -4 | 0% | -18% | -17% | 29% | COc1cc(OC)c2c(-c3cccc(-c4ccc(CO)cc4)c3)cc(=O)oc2c1 |
| 1% | 3% | 3% | -7% | 4 | 18%[59 µM] | -3% | -9% | 7% | Cc1cccc(Cn2cc(/C=C(/C#N)C(=O)Nc3cccc(Cl)c3)c3ccccc32)c1 |
| 6%[15.4 µM] | 15% | x | -1% | 1 | x | -8% | -27% | 28% | CCN(CC(=O)NCc1cccs1)C(=O)c1cc(=O)[nH]c2ccccc12 |
| 0% | 0% | -4% | 3% | 0 | -46% | -20% | -1% | -19% | CCOC(=O)/C(C#N)=C/c1c(N2CCN(C)CC2)nc2ccccn2c1=O |
| -6% | 100%[activator] | 0% | -5% | -21 | u | -27% | -25% | 15% | Cc1ccc(NC(=O)Cn2ncc(Cl)c(Cl)c2=O)cc1S(=O)(=O)N1CCCCC1 |
| x | 15% | -9% | 47%[activator] | 0 | 10%[12.7 µM] | -30% | -16% | 16% | CCn1c(COc2ccccc2C)nnc1SCC(=O)N1CCN(c2ccccc2)CC1 |
| 1% | -11% | -3% | -6% | 0 | 2%[59 µM] | -7% | -8% | 42%[activator] | COc1cccc(-c2noc(-c3cc(C(C)C)[nH]n3)n2)c1OC |
| 15% | u | u | -8% | 2 | 14µM* | u | -19% | u | O=C(c1ccc(-c2ccc([N+](=O)[O-])cc2)o1)N1CCCC(C(F)(F)F)C1 (stereo not drawn) |
| -2% | -5% | -20% | -1% | 0 | -29%[59 µM] | -15% | -5% | 9% | CCc1nnc(SCC(=O)Nc2cccc(C(F)(F)F)c2)c2cc3oc(C)cc3n12 |
| 1% | u | x | 23% | -5 | 2.8µM* | 22µM* | u | u | N#CC1=C2SCN(C3CCCCC3)CN2C(=O)CC1c1c(F)cccc1Cl (stereo not drawn) |
| -2% | -10% | x | -6% | -2 | x | -8% | -5% | 21% | NC(=O)c1ccc(NC(=O)COC(=O)CC2CC3CCC2C3)cc1 (stereo not drawn) |
| 21% | -2% | 9% | 3% | -6 | x | -24% | 15% | 21% | CCN(CC)C(=O)c1[nH]cnc1C(=O)NCC(=O)OC(C)(C)C |
| -6% | -23% | 3% | -2% | 2 | 21% | -13% | -13% | 27% | COc1ccc(S(=O)(=O)N2CCN(CC3CC=CCC3)CC2)cc1 (stereo not drawn) |
| -1% | -30% | u | 6% | -3 | u | u | -20% | 16% | Cc1ccc(N2CCn3c2nc2c3c(=O)n(CCCc3ccccc3)c(=O)n2C)cc1 |
| 15% | 10% | x | 2% | -7 | x | 42%[activator] | 5% | 85%[activator] | CCOC(=O)C(=O)Cc1nc(OCc2ccccc2)cc(OCc2ccccc2)n1 |
| 3% | -20% | 17% | -8% | -7 | 7%[59 µM] | 22% | 12% | 63%[activator] | Cc1cc(NC(=O)COCc2cc(-c3ccc(F)cc3)on2)ccc1Br |
| -1% | 0% | 1% | -1% | -5 | 2%[59 µM] | -8% | 4% | 31% | COc1ccc(CN2C(=O)N(c3cccc(C)c3)C(=O)C2CC(=O)Nc2ccc(F)cc2)cc1OC (stereo not drawn) |
| 0% | -13% | -4% | u | -10 | -36%[59 µM] | -20% | 4% | 51% | O=C(CSc1nc2c(cnn2-c2ccc(F)cc2)c(=O)[nH]1)Nc1ccccc1C(F)(F)F |
| 0% | 0% | -8% | 2% | -7 | 4%[59 µM] | -28% | 24% | 13% | O=C(NCC1CCN(Cc2ccccc2F)CC1)Nc1ccc(F)c(Cl)c1 |
| 35µM* | -14% | -36% | 12% | -5 | 71µM* | u | -9% | -19% | COc1ccc(S(=O)(=O)NCc2ccc3c(c2)cc(C)n3C)cc1 |
| 3% | 6% | 2% | 12% | -1 | 16% | -10% | 8% | 21% | O=C(N1CCOCC1)C12CC3CC(C1)CC(n1cnc(Cl)n1)(C3)C2 |
| -15% | 0% | 11% | 1% | 0 | -2% | 6% | -9% | 29% | CCCC(=O)c1c[nH]c(C(=O)NCCc2ccccn2)c1 |
| -1% | 12% | -20% | -4% | -4 | 13% | -2% | 3% | 65%[activator] | COc1ccc(S(=O)(=O)n2ccnc2C)c(C)c1C |
| 6% | u | 0% | 0% | -8 | 19% | -11% | -18% | 13% | COc1ccc(CCNC(=O)C(C)OC(=O)c2nsc(Cl)c2Cl)cc1OC (stereo not drawn) |
| -5% | -3% | 1.6µM* | 14% | -2 | u | 7.9µM* | 19% | 7.1µM* | COc1ccc(N=NC2C(=O)N(c3ccccc3)N=C2C)cc1 (stereo not drawn) |
| -11% | 17% | -12% | 4% | -7 | 8%[59 µM] | -11% | -7% | 4% | CCOc1ccc(CNC(=O)CCS(=O)(=O)Cc2ccc(C)cc2)cc1OC |
| 2% | 1% | -6% | 42%[activator] | -3 | 1% | -14% | 4% | 29% | C/C(=N\NC(=O)c1nnn(-c2nonc2N)c1CN(C)c1ccccc1)c1ccc(O)cc1 |
| -2% | -2% | 3% | 16% | 2 | 64%[activator] | -5% | 25% | 31% | O=C(COc1ccc(S(=O)(=O)Nc2cccc(C(F)(F)F)c2)cc1)N1CCOCC1 |
| 4% | 10% | x | -7% | -1 | -36% | -34% | -17% | 24% | COc1ccc(/C=N/NC(=O)c2cc(-c3cccnc3)nc3ccccc23)c(OC)c1 |
| -7% | 6% | 13% | -7% | 0 | -6% | 3% | 12% | 34% | Cc1nc2ccccc2n1-c1ccccc1 |
| 6% | -10% | -5% | -4% | -1 | 3%[59 µM] | -6% | 14% | -4% | Cc1ccc(Cl)cc1NC(=S)N(CCCN1CCOCC1)Cc1ccccn1 |
| u | 7% | -3% | -4% | -3 | 79µM* | -7% | -16% | 15% | CCc1cccc(C)c1NS(=O)(=O)Cc1ccccc1 |
| 8% | u | 10% | 0% | -1 | 5%[59 µM] | 2% | 7% | 41% | CCCOc1cccc(C(=O)Nc2cc(-c3ccccc3)no2)c1 |
| -17% | -15% | -5% | 15% | -2 | -7% | 4% | 0% | 33% | Cc1ccc(S(=O)(=O)NCC(=O)N(CC(=O)NCC2CCCO2)c2ccc(Cl)cc2)cc1 (stereo not drawn) |
| -1% | -14% | x | -2% | -4 | x | -27% | -14% | 10% | COc1ccc(S(=O)(=O)NC(C(=O)OCC(=O)Nc2ccc(N3CCOCC3)cc2)C(C)C)cc1 (stereo not drawn) |
| -2% | x | -29% | -11% | 3 | 3.5µM* | 32µM* | -33% | -18% | S=c1[nH]nc(-c2cccc(Cl)c2)n1/N=C/c1ccco1 |
| -17% | -20% | 2% | -14% | -5 | -2% | -12% | -8% | 19% | Cc1ccc(-c2nnc(CN3CCN(C)CC3)o2)cc1 |

Screens (PubChem BioAssay)
